# Source: PubChem (National Center for Advancing Translational Sciences (NCATS))
# B2AR arrestin ag: ADRB2 beta-arrestin recruitment. P07550. HTLA Tango cells, beta-arrestin recruitment, luciferase luminescence, 18 h. Potency, µM (series often up to 46.1 µM), inactives show at the highest dose activation, most hits filed as activators. 44,000 tested, under 10 active. AID 1347077;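 note: potency is the fitted concentration of half-maximal effect; 0% = DMSO and full agonism = EC100 isoproterenol or metaproterenol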
#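 Tango cell line, 1% FBS DMEM; cpd titration up to 46 microM; 18 hr, 37 degrees C, 5% CO2. Luciferin/ATP substrate mix added, 15 min RT, luminescence. %Activity, CRC fitting, curve-class categorization.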
# NTMT1 inhibitor: inhibitors of human N-terminal methyltransferase NTMT1 | NTMT1 MTase-Glo SAH luminescence, purified enzyme | Potency, µM (titrated, usually from 114 µM), for the others: top-dose activity change, negative = inhibition, hits mostly inhibitors | 59,000 compounds, 2.5% hits | AID 1645870;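 note: potency is the fitted concentration of half-maximal effect; plate controls were DMSO vehicle for no effect and no enzyme for full effect; nearly all actives have a fitted effect of over 65% in size; many of its hits are not listed in these tables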
# Target sequence (Q9BV86 whole entry, looked up): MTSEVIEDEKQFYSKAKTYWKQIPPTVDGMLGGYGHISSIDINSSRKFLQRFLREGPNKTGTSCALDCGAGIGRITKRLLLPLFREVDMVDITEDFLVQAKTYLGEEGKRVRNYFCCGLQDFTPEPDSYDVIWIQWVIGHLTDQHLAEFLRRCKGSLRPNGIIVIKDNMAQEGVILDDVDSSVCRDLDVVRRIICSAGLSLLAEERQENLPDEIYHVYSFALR
# TSG101-PTAP inh: TSG101-PTAP interaction inhibition, HIV-1 budding. Fluorescence polarization, FITC-PTAP peptide/Tsg101, 20 min. Potency, µM (titrated, usually from 115 µM), without a hit: top-dose activity change, negative = inhibition, most hits filed as inhibitors. 44,000 tested, under 10 active. AID 1347069; note: potency is the fitted concentration of half-maximal effect; 0% is about no effect
# Target sequence (Q99816 whole entry, looked up): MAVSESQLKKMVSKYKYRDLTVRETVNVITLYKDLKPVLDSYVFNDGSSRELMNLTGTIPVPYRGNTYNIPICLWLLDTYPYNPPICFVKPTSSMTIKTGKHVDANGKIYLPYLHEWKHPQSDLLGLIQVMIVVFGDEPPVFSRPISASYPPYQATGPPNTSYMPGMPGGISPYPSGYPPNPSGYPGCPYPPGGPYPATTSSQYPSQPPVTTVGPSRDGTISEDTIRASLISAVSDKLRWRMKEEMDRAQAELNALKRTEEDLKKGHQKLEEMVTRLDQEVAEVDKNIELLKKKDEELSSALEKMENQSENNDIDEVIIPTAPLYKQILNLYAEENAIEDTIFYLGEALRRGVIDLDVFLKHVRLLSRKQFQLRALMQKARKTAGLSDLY
#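 qHTS FP binding, 20 min r.t.: 10 uM Tsg101 domain + 50 nM FITC-PTAP peptide, pH 7.5 HEPES buffer with TCEP and EDTA.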
# p53null 32C tox: selectivity test: cytotoxicity in p53 null cells, permissive temperature. H1299-neo p53 null cells, ATP luminescence, 24 h, 32C. Potency, µM (doses to about 46.1 µM), inactives show at the top dose activity change, negative = cytotoxicity, most hits filed as cytotoxic. 55,000 compounds, 0.62% hits. AID 903;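 note: potency is the fitted concentration of half-maximal effect; 0% = DMSO only and -100% = full killing by 100 µM tamoxifen; nearly all actives have a fitted effect of over 55% in size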
#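 Cytotoxicity: H1299-neo (no p53), 32C, 24 h treatment. Concentrations up to 46 uM. Readout cellular ATP, luminescence. Normalization to DMSO basal and tamoxifen 100 uM maximal kill.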
# GALK inhibitor: inhibitors of human galactokinase (GALK). recombinant GALK, Kinase-Glo ATP luminescence, 1 h. Potency, µM (highest dose often 57.5 µM), inactives show at the top dose activity, negative = inhibition, most hits filed as inhibitors. 44,000 tested, under 10 active. P51570;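 note: plate controls were full GALK reaction for no effect and reaction lacking GALK for full effect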
# Target sequence (P51570 whole entry, looked up): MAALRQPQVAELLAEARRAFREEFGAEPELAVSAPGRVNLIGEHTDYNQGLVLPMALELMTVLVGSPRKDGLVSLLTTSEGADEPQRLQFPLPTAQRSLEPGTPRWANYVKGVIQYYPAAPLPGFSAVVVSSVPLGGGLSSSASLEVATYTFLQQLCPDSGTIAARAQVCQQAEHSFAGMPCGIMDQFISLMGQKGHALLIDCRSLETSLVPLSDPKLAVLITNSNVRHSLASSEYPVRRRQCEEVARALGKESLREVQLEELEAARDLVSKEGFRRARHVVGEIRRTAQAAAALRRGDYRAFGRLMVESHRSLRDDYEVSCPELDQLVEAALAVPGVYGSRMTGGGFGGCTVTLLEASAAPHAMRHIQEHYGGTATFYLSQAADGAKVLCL
#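 5 nM GALK; 35 uM ATP; 100 uM D-galactose; 20 mM HEPES pH 8.0, 5 mM MgCl2, 60 mM NaCl, 1 mM DTT, 0.01% BSA; 1 h RT; Kinase-Glo Plus luminescence.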
# p53null 39C tox: selectivity test: cytotoxicity in p53 null cells, nonpermissive temperature; H1299 p53-null (neo) cells, 39C, ATPlite viability, 24 h; 55,000 compounds, 0.97% hits; AID 904; Potency, µM (doses to about 46.1 µM), without a hit: top-dose activity, negative = cell killing, hits mostly cytotoxic;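 note: potency is the fitted concentration of half-maximal effect; 0% = DMSO only and -100% = full killing by 100 µM tamoxifen; nearly all actives have a fitted effect of over 50% in size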
#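 Luminescent ATP signal reported cell survival after H1299 lines (neo, p53 null; or p53 A138V) received up to 46 uM compound and 24 hr incubation at 39C.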
# FH mod: Identification of activators of human fumarate hydratase by quantitative high-throughput screening | Potency, µM (titrated, usually from 79.9 µM), for the others: top-dose activity change, negative = inhibition, hits mostly inhibitors | AID 1347055, 2019 | FH coupled MDH/diaphorase resazurin fluorescence, 15 min | Fumarate hydratase, mitochondrial (Homo sapiens), P07954 | 54,000 compounds, 0.22% hits; note: potency is the fitted concentration of half-maximal effect; % is set by controls: 0 for no effect and ±100 for the full control effect; the screen sought activators but most active calls are inhibition curves; nearly all actives have a fitted effect of over 45% in size
# * hit, by the source's call; ? = inconclusive; . = no result given; [ ] = dose if it differs, or a comment. Calls come from the whole dose curve; as a rule, active = well fitted curve in the direction sought with a large enough effect; inconclusive = small, poorly fitted or top-dose-only effect, or another doubt; inactive = no such curve, though single readings can be large; an effect the other way counts as inactive or inconclusive.
SMILES,B2AR arrestin ag,NTMT1 inhibitor,TSG101-PTAP inh,p53null 32C tox,GALK inhibitor,p53null 39C tox,FH mod
CCN(Cc1ccccc1)C(=O)c1cc2c(=O)[nH]c3ccc(C)cc3c2s1,0%,89µM*,-5%,-4%,-4%,-20%,?
COc1cc(-c2nc(Cn3nnc(C(=O)Nc4cc(C)cc(C)c4)c3C)c(C)o2)cc(OC)c1OC,0%,17%,-7%,20%,0%,18%,-19%
CCCCNS(=O)(=O)c1ccc(NC(=O)c2c(-c3ccccc3)noc2C)cc1,-2%,.,-1%,12%,2%,20%,.
Cc1ccc(NC(=O)CN(CCc2ccccc2)S(=O)(=O)c2ccccc2)c(C)c1,1%,33%[activator],19%,20%,-1%,-2%,?
Cc1cccc(NC(=O)c2cc(S(=O)(=O)N3CCCCC3)c[nH]2)c1C,-1%,6%,-3%,1%,?,-19%,-3%
CCOC(=O)c1cccc(NC(=O)c2cc3c(=O)n(C)c4ccccc4c3n2C)c1,1%,-21%,-2%,-2%,1%,-18%,?
CCn1c(SCc2cccc(Br)c2)nnc1-c1nonc1NC(C)=O,-4%,?,0%,-2%,-2%,-5%,-8%
Cc1cccc(CSc2nc3c([nH]c4ccccc43)c(=O)n2C)c1,2%,-3%,-1%,-1%,1%,4%,5%
Cc1ccc(C)c(CNC(=O)C2CCN(c3nc4ccccc4nc3C(F)(F)F)CC2)c1,1%,9%,-1%,-5%,1%,-18%,12%
COc1cccc(N2CCN(C(=O)CN3CCSc4ccccc43)CC2)c1,0%,-6%,2%,-4%,-5%,-21%,-13%
COc1ccc(C2c3cccn3CCN2S(=O)(=O)c2ccc([N+](=O)[O-])cc2)cc1 (stereo unspecified),-3%,7%,-3%,2%,-5%,4%,-13%
CCOC(=O)C1CCN(S(=O)(=O)c2ccc3c(c2)N(C)C(=O)CC(=O)N3C)CC1,-1%,1%,-2%,-8%,3%,9%,4%
CCn1c(=O)c2cc(C(=O)N3CCN(c4cccc(Cl)c4)CC3)sc2c2ccccc21,0%,4%,-2%,0%,8%,-9%,-11%
COC(=O)c1ccc(NC(=O)CC2C(=O)N(c3ccccc3)C(=O)N2Cc2cccs2)cc1 (stereo unspecified),5%,6%,-1%,9%,0%,0%,-14%
COc1ccc(C(=O)NCC(c2ccco2)S(=O)(=O)c2ccccc2)cc1 (stereo unspecified),-3%,-1%,2%,-4%,1%,7%,-5%

# Exported with bars between the fields: entries from further up.
compound | B2AR arrestin ag | NTMT1 inhibitor | TSG101-PTAP inh | p53null 32C tox | GALK inhibitor | p53null 39C tox | FH mod
Cc1ccc(C)c(CNC(=O)C2CCN(c3nc4ccccc4nc3C(F)(F)F)CC2)c1 | 1% | 9% | -1% | -5% | 1% | -18% | 12%
CCCCNS(=O)(=O)c1ccc(NC(=O)c2c(-c3ccccc3)noc2C)cc1 | -2% | . | -1% | 12% | 2% | 20% | .

# Carrying on:
SMILES,B2AR arrestin ag,NTMT1 inhibitor,TSG101-PTAP inh,p53null 32C tox,GALK inhibitor,p53null 39C tox,FH mod
Cc1cccc(N2CCN(C(=O)CCc3c(C)nc4c(c3C)c(=O)n(C)c(=O)n4C)CC2)c1C,-1%,14%,-3%,-2%,0%,?,-3%
Cc1cccc(CNC(=O)c2cc3cc(S(=O)(=O)N4CCCCC4)ccc3n2C)c1,1%,?,-1%,3%,1%,7%,-6%
COC(=O)c1c(NC(=O)c2ccc(C(C)(C)C)cc2)sc2c1CCC(C)C2 (stereo unspecified),-1%,-1%,2%,-10%,1%,13%,-12%
COc1ccccc1NC(=O)CSc1nnc(NC(=O)Nc2ccc(C)cc2)s1,-2%,5%,-5%,-24%,-6%,?,-2%
CCOc1ccc(-n2nc3ccc(NC(=O)c4ccc(OC)c(Cl)c4)cc3n2)cc1,-1%,4%,-6%,-4%,1%,24%,-6%
COc1ccc(-n2nc3c(c2NC(=O)C(=O)NCc2ccccc2)CSC3)cc1,-2%,7%,-2%,-1%,-2%,2%,2%
Cc1[nH]c2ccccc2c1C(=O)C(=O)NC1CC(=O)N(c2ccccc2)C1 (stereo unspecified),-3%,-5%,0%,1%,-8%,-6%,-6%
CCc1ccc(-n2c(=O)c3sc4ccccc4c3n(CC(=O)NC3CCCC3)c2=O)cc1,-1%,-3%,0%,-5%,8%,-20%,-2%
COC(=O)c1sccc1S(=O)(=O)N(CC(=O)NCc1ccccc1)c1ccc(C)c(C)c1,0%,10%,3%,-3%,-1%,4%,4%
Cc1cccc(CN2CCC(CNC(=O)Cn3ncc4c([nH]c5ccc(C)cc54)c3=O)CC2)c1,1%,0%,-2%,10%,1%,-9%,4%
O=S(=O)(c1ccccc1)c1nnn2c1nc(NC1CCCCC1)c1sccc12,0%,18%,1%,0%,?,-11%,5%
Cc1ccc(C)c(NC(=O)c2oc(=O)c3ccccc3c2-c2ccccc2)c1,0%,6%,0%,38%[activator],8%,-9%,-16%
O=C(CCCN1C(=O)C(c2ccccc2)Oc2cccnc21)Nc1ccccc1C(F)(F)F (stereo unspecified),-2%,-1%,5%,3%,3%,10%,-25%
CC(=O)c1cccc(NC(=O)C2CCN(S(=O)(=O)c3ccc4c(c3)CCCN4C(C)=O)CC2)c1,0%,9%,-5%,-1%,0%,22%,-2%
Cc1ccc(C)c(C(=O)CSc2nc(-c3ccccc3)nc3c2CCCC3)c1,0%,4%,-6%,2%,-2%,15%,-1%
Cc1ccc(OCC(=O)Nc2ccc(S(=O)(=O)Nc3cc(C)nc(C)n3)cc2)c(Br)c1,1%,19%,-15%,5%,-24%,9%,?
COc1ccc(-n2c(SCC(=O)NC3CCCCC3)nc3c([nH]c4ccccc43)c2=O)cc1,0%,5%,-5%,1%,0%,10%,4%
CCCCn1c(NCc2cc(Cl)ccc2O)nc2ccccc21,-1%,21%,4%,10%,-3%,25%,-24%
COc1cc(C2CC(=O)Nc3cc4c(cc32)OCCO4)cc(OC)c1O (stereo unspecified),-1%,11%,-7%,18%,2%,2%,-21%
Cc1ccc(Cl)cc1N1CCN(C(=O)c2cc(S(=O)(=O)N3CCCCCC3)cn2C)CC1,-1%,4%,-4%,14%,3%,20%,-17%
CCc1ccc(NC(=O)CSc2nc(C)c(C(=O)Nc3ccccc3)c(-c3ccc(OC)c(OC)c3)c2C#N)cc1,0%,36%[activator],5%,10%,0%,24%,-15%
COc1ccc(-c2nc(CN3CCC(C(=O)NCCN(CC(C)C)CC(C)C)CC3)c(C)o2)cc1OC,0%,?,-5%,15%,1%,-1%,-4%
O=S(=O)(c1cccc(F)c1)N1CCC(Oc2ccc(-n3cnnn3)cc2)CC1,-1%,-4%,-3%,-9%,7%,-23%,-2%
COc1ccc(S(=O)(=O)N2CCC(n3c(C(F)(F)F)nc4cccnc43)CC2)cc1OC,-1%,9%,-1%,-2%,-2%,8%,?
CC(C)Oc1ccc(C(=O)N2CCCCC2CCN2CCCCC2)cc1 (stereo unspecified),-1%,-2%,-4%,2%,2%,0%,4%
N#Cc1nc(-c2ccc(COc3ccccc3)o2)oc1N1CCCCC1,-4%,-2%,-2%,-4%,0%,3%,-15%
Nc1ccc2nc(-c3ccc(O)cc3)sc2c1,0%,32µM*,-13%,2.5µM*,3%,1.3µM*,-17%
CC(C)(C)OC(=O)N1CCC(c2c(C(=O)N3CCCCC3)cnn2-c2ccc(F)cc2F)CC1,1%,-7%,-3%,9%,4%,-17%,-7%
Cc1ccc2oc(C(=O)Nc3cccc(-c4nc5ccccc5s4)c3)c(C)c2c1,-4%,6%,-3%,-8%,6%,20%,0%
CCN(CC)C(=O)c1sc(NC(=O)C(C)Sc2nc(-c3ccccc3)cc(C(F)(F)F)n2)c(C(=O)OC)c1C (stereo unspecified),0%,-11%,-3%,9%,6%,3%,-4%
CCc1cccc(NC(=O)c2cc(-c3ccccc3)n[nH]2)c1,0%,12%,-2%,-16%,1%,7%,-4%
COc1cc2ccccc2cc1C(=O)N1CCN(c2nc3c(F)cccc3s2)CC1,-3%,-3%,-6%,12%,3%,83%[activator],-20%
Oc1ccccc1-c1nc2cnccn2c1Nc1ccc(Cl)cc1,0%,?,-1%,51%[activator],5%,12%,?
COc1ccc(OC)c(NC(=O)Cn2cnc3sc(C)c(S(=O)(=O)N4CCN(c5ccccc5OC)CC4)c3c2=O)c1,1%,1%,1%,0%,6%,-14%,-21%

# Twelve entries from above, with bars between the fields.
structure | B2AR arrestin ag | NTMT1 inhibitor | TSG101-PTAP inh | p53null 32C tox | GALK inhibitor | p53null 39C tox | FH mod
O=S(=O)(c1cccc(F)c1)N1CCC(Oc2ccc(-n3cnnn3)cc2)CC1 | -1% | -4% | -3% | -9% | 7% | -23% | -2%
COc1ccc(S(=O)(=O)N2CCC(n3c(C(F)(F)F)nc4cccnc43)CC2)cc1OC | -1% | 9% | -1% | -2% | -2% | 8% | ?
CC(C)Oc1ccc(C(=O)N2CCCCC2CCN2CCCCC2)cc1 (stereo unspecified) | -1% | -2% | -4% | 2% | 2% | 0% | 4%
N#Cc1nc(-c2ccc(COc3ccccc3)o2)oc1N1CCCCC1 | -4% | -2% | -2% | -4% | 0% | 3% | -15%
Nc1ccc2nc(-c3ccc(O)cc3)sc2c1 | 0% | 32µM* | -13% | 2.5µM* | 3% | 1.3µM* | -17%
CC(C)(C)OC(=O)N1CCC(c2c(C(=O)N3CCCCC3)cnn2-c2ccc(F)cc2F)CC1 | 1% | -7% | -3% | 9% | 4% | -17% | -7%
Cc1ccc2oc(C(=O)Nc3cccc(-c4nc5ccccc5s4)c3)c(C)c2c1 | -4% | 6% | -3% | -8% | 6% | 20% | 0%
CCN(CC)C(=O)c1sc(NC(=O)C(C)Sc2nc(-c3ccccc3)cc(C(F)(F)F)n2)c(C(=O)OC)c1C (stereo unspecified) | 0% | -11% | -3% | 9% | 6% | 3% | -4%
CCc1cccc(NC(=O)c2cc(-c3ccccc3)n[nH]2)c1 | 0% | 12% | -2% | -16% | 1% | 7% | -4%
COc1cc2ccccc2cc1C(=O)N1CCN(c2nc3c(F)cccc3s2)CC1 | -3% | -3% | -6% | 12% | 3% | 83%[activator] | -20%
Oc1ccccc1-c1nc2cnccn2c1Nc1ccc(Cl)cc1 | 0% | ? | -1% | 51%[activator] | 5% | 12% | ?
COc1ccc(OC)c(NC(=O)Cn2cnc3sc(C)c(S(=O)(=O)N4CCN(c5ccccc5OC)CC4)c3c2=O)c1 | 1% | 1% | 1% | 0% | 6% | -14% | -21%

# This is a subset, so the mix of outcomes need not match the whole.
